RAD52 anneal inh – RAD52 (human) annealing inhibition; recombinant RAD52 DNA annealing, FRET fluorescence; AID 651710; 360,000 tested, 0.46% active; inhibition, % at 18.7 µM; P43351;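 active = every replicate showing at least 50% inhibition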
Target sequence (P43351 whole entry, looked up): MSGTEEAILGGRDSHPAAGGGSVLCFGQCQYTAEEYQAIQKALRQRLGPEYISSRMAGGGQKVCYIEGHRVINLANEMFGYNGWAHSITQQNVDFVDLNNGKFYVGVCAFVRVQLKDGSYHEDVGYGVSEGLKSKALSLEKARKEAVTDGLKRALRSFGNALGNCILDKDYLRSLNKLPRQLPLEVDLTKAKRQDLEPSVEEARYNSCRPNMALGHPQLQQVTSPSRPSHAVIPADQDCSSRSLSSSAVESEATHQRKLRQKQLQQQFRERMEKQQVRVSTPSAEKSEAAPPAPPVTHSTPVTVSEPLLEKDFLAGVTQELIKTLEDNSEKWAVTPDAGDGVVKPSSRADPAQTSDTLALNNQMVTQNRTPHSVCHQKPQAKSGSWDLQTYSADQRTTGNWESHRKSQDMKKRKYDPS
RAD54 branch – blocks human RAD54 Holliday junction branch migration; Q92698; FAM/BHQ fluorescence; inhibition, % at 10.4 µM; 360,000 tested, 0.14% active; AID 602329;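 active = mean normalized replicate activity at least 40 and at least half of replicates scoring 40 or more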;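 note: 0% = median of neutral control wells and 100% = median of positive control wells; inhibitors cause a drop in the FAM fluorescence signal; in these data hits start at about 50%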
ERp5 block – ERp5 (human) disulfide isomerase inhibition; AID 651711; Q15084; inhibition, % at 9.99 µM; ERp5 insulin aggregation, absorbance 650 nm, 90 min; 350,000 tested, 0.05% active;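 active = mean replicate inhibition above about 25%, with every replicate also reaching it, limit read from the data, passing the limit was not always enough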
Target sequence (Q15084 whole entry, looked up): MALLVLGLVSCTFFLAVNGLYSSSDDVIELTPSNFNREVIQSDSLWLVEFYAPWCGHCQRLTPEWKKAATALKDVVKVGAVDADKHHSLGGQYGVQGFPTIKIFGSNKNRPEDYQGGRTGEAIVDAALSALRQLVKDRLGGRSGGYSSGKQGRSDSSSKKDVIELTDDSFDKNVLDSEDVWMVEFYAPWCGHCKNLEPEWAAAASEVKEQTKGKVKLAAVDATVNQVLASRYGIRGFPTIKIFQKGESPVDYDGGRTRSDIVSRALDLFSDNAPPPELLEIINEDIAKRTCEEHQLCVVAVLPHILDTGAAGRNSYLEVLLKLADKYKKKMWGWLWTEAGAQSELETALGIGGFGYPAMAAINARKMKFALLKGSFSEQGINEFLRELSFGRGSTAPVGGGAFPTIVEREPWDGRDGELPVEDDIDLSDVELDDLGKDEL
ARNT-TACC3 inh – disrupts binding between human ARNT and TACC3; 390,000 tested, 0.66% active; inhibition, % at 9.99 µM; AID 623870; AlphaScreen His-ARNT PAS-B/GST-TACC3 binding, luminescence; TACC3 fragment carries E629A point mutation;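 active = mean inhibition of replicates at least 50% and at least half of replicates each reaching 50%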;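 note: 0% = complete ARNT plus TACC3 wells and 100% = ARNT alone without TACC3; many hits fall short of the cut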
PglD DTNB – blocks C. jejuni PglD acetyltransferase activity; purified PglD enzyme, DTNB colorimetric CoA detection; 360,000 tested, 0.098% active; inhibition, % at 12.5 µM; in the data active = inhibition above about 16%, passing the limit was not always enough; note: strong numbers were not always called active
E-sel inducer – induces E-selectin expression in human endothelial cells; P16581; HUVEC E-selectin immunofluorescence imaging; normalized: neutral wells 0, TNF-alpha wells 100; activation, % at 7.58 µM; 260,000 tested, 0.37% active;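 active = mean E-selectin-positive cell signal at least 10% of the positive control, reached in at least 60% of replicates, without over 20% cell loss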;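 note: in these data hits start at about 27%; measured in HUVEC primary endothelial cells; signal is the percent of cells scored E-selectin positive by PE staining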
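Material: HUVEC primary endothelial cells; Amount: 3,000 cells per well; Dosing: single concentration; Medium: EGM-2 growth medium on 0.1% gelatin-coated wells; Read-out basis: percent E-selectin-positive cells; Signal: immunofluorescence imaging; Control set: TNF-alpha, DMSO.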
CASP6 VEID inh – blocks human caspase-6 cleavage activity. purified caspase-6, Z-VEID-R110 cleavage fluorescence. P55212. 350,000 tested, 0.53% active. inhibition, % at 12.5 µM;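 active = mean inhibition across replicates at least about 35%, with every replicate also reaching that limit, limit read from the data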;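 note: 0% = median of neutral control wells and 100% = no fluorescence left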
esBAF inh – inhibitors of esBAF chromatin remodeling in mouse ES cells; Bmi1-luciferase knock-in reporter, 24 h; 100% = twice the neutral-well signal; reporter increase, % at 12.5 µM; 350,000 tested, 2% active; AID 602393; in the data active = activation above about 40%;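 note: 0% = median of the plate's neutral control wells and 100% = double that signal; a rise in the Bmi1 reporter signal indicates esBAF inhibition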
* = called active by the depositor; nt = not tested or not shown.

The opening eleven records, ahead of the listing:
SMILES	RAD52 anneal inh	RAD54 branch	ERp5 block	ARNT-TACC3 inh	PglD DTNB	E-sel inducer	CASP6 VEID inh	esBAF inh
C[C@@H]1CN([C@@H](C)CO)C(=O)c2cccc(NC(=O)CCCCCC(=O)Nc3ccccc3N)c2O[C@H]1CN(C)S(=O)(=O)c1ccc(Cl)cc1	-7	nt	2	nt	nt	0.0	2	-7
Cc1ccc(S(=O)(=O)c2c(N)n(CCC(C)C)c3nc4ccccc4nc23)cc1	nt	-11	nt	-9	3	nt	nt	3
CN(C)S(=O)(=O)N(CC(=O)N1CCN(Cc2ccccc2)CC1)c1ccccc1	1	-6	-8	0	2	-0.8	5	nt
O=C(C1CCCCC1)N1CC(=O)N2[C@@H](CO)[C@@H](c3ccc(C#Cc4cccc(F)c4)cc3)[C@@H]2C1	-7	nt	0	nt	nt	-0.4	0	nt
O=C(O)C1OC(C(=O)O)C2C1C(F)(F)C2(F)F (stereo not given)	-9	-5	-8	-75	-3	nt	3	-2
C[C@@H]1CCCCO[C@@H](CN(C)C(=O)NC2CCCCC2)[C@H](C)CN([C@@H](C)CO)C(=O)c2cc(NC(=O)Nc3cccc4ccccc34)ccc2O1	-10	5	3	-12	0	5.2	-1	-3
Cc1ccccc1Cn1cnc2ccccc2c1=O	-16	nt	-1	-6	nt	nt	-2	nt
CCOc1ccc(NC(=O)CN2C(=O)CSC(C)C2=O)cc1 (stereo not given)	-9	nt	4	-33	nt	-1.6	4	nt
COc1ccc(/C(O)=C2/C(=O)C(=O)N(CCCN3CCOCC3)C2c2ccc(C(C)C)cc2)cc1 (stereo not given)	-2	0	0	4	-2	0.1	-1	3
CCN(CCn1cccn1)C(=O)CCc1nnc(C2CCCCC2)o1	-13	-9	-6	4	-3	0.4	nt	-2
CC(Sc1nc2ccccc2[nH]1)C(=O)Nc1ccc2c(c1)OCCO2 (stereo not given)	nt	-7	nt	4	-5	nt	nt	-3

Results (from the top)
SMILES	RAD52 anneal inh	RAD54 branch	ERp5 block	ARNT-TACC3 inh	PglD DTNB	E-sel inducer	CASP6 VEID inh	esBAF inh
C[C@@H]1CN([C@@H](C)CO)C(=O)c2cccc(NC(=O)CCCCCC(=O)Nc3ccccc3N)c2O[C@H]1CN(C)S(=O)(=O)c1ccc(Cl)cc1	-7	nt	2	nt	nt	0.0	2	-7
Cc1ccc(S(=O)(=O)c2c(N)n(CCC(C)C)c3nc4ccccc4nc23)cc1	nt	-11	nt	-9	3	nt	nt	3
CN(C)S(=O)(=O)N(CC(=O)N1CCN(Cc2ccccc2)CC1)c1ccccc1	1	-6	-8	0	2	-0.8	5	nt
O=C(C1CCCCC1)N1CC(=O)N2[C@@H](CO)[C@@H](c3ccc(C#Cc4cccc(F)c4)cc3)[C@@H]2C1	-7	nt	0	nt	nt	-0.4	0	nt
O=C(O)C1OC(C(=O)O)C2C1C(F)(F)C2(F)F (stereo not given)	-9	-5	-8	-75	-3	nt	3	-2
C[C@@H]1CCCCO[C@@H](CN(C)C(=O)NC2CCCCC2)[C@H](C)CN([C@@H](C)CO)C(=O)c2cc(NC(=O)Nc3cccc4ccccc34)ccc2O1	-10	5	3	-12	0	5.2	-1	-3
Cc1ccccc1Cn1cnc2ccccc2c1=O	-16	nt	-1	-6	nt	nt	-2	nt
CCOc1ccc(NC(=O)CN2C(=O)CSC(C)C2=O)cc1 (stereo not given)	-9	nt	4	-33	nt	-1.6	4	nt
COc1ccc(/C(O)=C2/C(=O)C(=O)N(CCCN3CCOCC3)C2c2ccc(C(C)C)cc2)cc1 (stereo not given)	-2	0	0	4	-2	0.1	-1	3
CCN(CCn1cccn1)C(=O)CCc1nnc(C2CCCCC2)o1	-13	-9	-6	4	-3	0.4	nt	-2
CC(Sc1nc2ccccc2[nH]1)C(=O)Nc1ccc2c(c1)OCCO2 (stereo not given)	nt	-7	nt	4	-5	nt	nt	-3
C[C@H]1CN([C@@H](C)CO)C(=O)c2cc(-c3ccc(C#N)cc3)cnc2O[C@H]1CN(C)C(=O)Nc1ccc(C(F)(F)F)cc1	-10	0	-1	0	1	-0.1	6	-6
CCc1cccc(NC(=O)C2CCN(c3ncnc4sc(C)c(C)c34)CC2)c1	-31	7	-3	nt	-3	-1.5	2	6
C#CCOCCOCCOCCNc1nc(N2CCOCC2)nc(N2CCN(C(=O)[C@H](CCCCN)n3cc(CCCC)nn3)CC2)n1	41	0	1	5	2	0.9	2	-1
Cc1cc(-c2ccccc2)nc(SCC(=O)c2cccc([N+](=O)[O-])c2)n1	nt	2	nt	2	6	nt	nt	8
COc1cccc(CNC[C@H]2O[C@@H](n3cnc(C(N)=O)n3)[C@H](O)[C@@H]2O)c1OCc1ccc(F)cc1Cl	-27	8	-3	-4	-2	0.1	4	-1
COc1ccccc1NC(=O)N1C[C@@H]2[C@H](c3ccccc31)[C@@H](CO)N2CC1CCOCC1	3	3	-2	8	-1	0.0	1	-3
O=c1/c(=C/c2ccco2)sc2n1CN(c1ccccc1)CN=2	nt	1	nt	0	-3	nt	nt	-8
COc1ccc(/C=N/NC(=O)c2cccnc2)c2ccccc12	-3	22	-1	-1	0	nt	-2	16
CCOC(=O)C1CCN(c2c(NCc3ccc(N(C)C)cc3)c(=O)c2=O)CC1	-9	8	-1	0	-5	2.8	0	-6
Cc1noc(C)c1NC(=O)N[C@@H]1C=C[C@H](CC(=O)N2CCN(C)CC2)O[C@@H]1CO	-1	-10	0	-5	1	-0.2	0	1
CCN(C(=O)Cn1cc(C(C)=O)c2ccccc21)c1ccccc1	-22	-2	-4	-3	10	-0.2	-3	nt
COCC#Cc1ccc([C@H]2[C@H]3CN(S(=O)(=O)c4cccc(OC)c4)CCCCN3[C@H]2CO)cc1	-37	11	-4	0	-13	-0.5	0	nt
Cn1c(COc2ccc(Cl)cc2)nnc1SCC(=O)NC1CCCC1	-5	2	1	4	1	nt	2	-10
CCOc1ccc(NC(=S)N(CCCN2CCCC2)Cc2cccn2Cc2ccc(Cl)cc2)cc1	0	7	10	5	0	2.2	-24	-1
SMILES	RAD52 anneal inh	RAD54 branch	ERp5 block	ARNT-TACC3 inh	PglD DTNB	E-sel inducer	CASP6 VEID inh	esBAF inh
Cc1ccc(S(=O)(=O)N2CCC(C(=O)NC3CC(C)(C)NC(C)(C)C3)CC2)cc1	-8	9	-2	-13	-4	0.7	2	-9
COC(=O)c1c(C)oc(C)c1S(=O)(=O)NCc1ccc(OC)cc1	-4	0	-4	-9	2	2.7	-2	-4
CCCc1nnc(SCC(=O)O)n1/N=C/c1ccc2c(c1)OCO2	-13	nt	-5	-4	nt	nt	-4	nt
C[C@@H]1CCCCO[C@@H](CN(C)C(=O)Nc2cccc3ccccc23)[C@H](C)CN([C@H](C)CO)C(=O)c2cc(NC(=O)Nc3ccccc3)ccc2O1	nt	-6	nt	-6	0	nt	nt	4
COCCSc1nnc(NC(=O)c2cc(OC)c(OC)cc2[N+](=O)[O-])s1	-10	nt	3	-1	nt	nt	0	nt
COc1ccccc1CNC(=O)N1CCN(c2ccccc2Cl)CC1	-12	-3	-6	nt	3	nt	-3	2
O=C(COC(=O)CCc1nc2ccccc2s1)Nc1nc(-c2ccccc2)cs1	-10	nt	1	nt	nt	2.8	1	nt
CCOC(=O)c1ccc(NC(=O)Nc2ccn(C)n2)cc1	-10	-4	-3	-1	0	nt	2	6
C[C@@H]1CCCCO[C@H](CN(C)Cc2ccncc2)[C@H](C)CN([C@H](C)CO)C(=O)c2cc(NS(=O)(=O)c3cn(C)cn3)ccc2O1	11	2	-3	-13	3	3.2	0	-3
CCC(=O)N(CC)Cc1cc(=O)[nH]c2ccccc12	nt	-2	nt	-10	6	0.2	nt	-6
Cc1cccc(N(C(=O)CCC(=O)Nc2cccnc2)C(C(=O)NC2CCCC2)c2ccncc2)c1 (stereo not given)	nt	-6	nt	3	2	nt	nt	2
CCN1CCN(C(c2ccc(OC)cc2)c2nnnn2Cc2ccc3c(c2)OCO3)CC1 (stereo not given)	-8	nt	3	3	nt	0.6	1	nt
CO[C@@H]1CN(C)C(=O)c2cc(NC(=O)Nc3ccccc3)ccc2OC[C@@H](C)N(C(=O)CN(C)C)C[C@@H]1C	4	3	-1	-1	-1	0.1	0	0
O=C(Nc1ccc(N2CCOCC2)c(S(=O)(=O)Nc2cc(Cl)ccc2Cl)c1)c1cccnc1	-40	-8	-3	3	2	-0.2	2	8
Cc1cc(SCC(=O)Nc2ccccc2)nc(C)n1	nt	-3	nt	0	6	nt	nt	5
CC(=O)c1ccc(N2CCN(C(=O)c3ccc4[nH]c(C)c(C)c4c3)CC2)cc1	-6	-6	-4	nt	-8	-0.2	1	-4
CN(C)C(=O)c1cccc(-c2ccc([C@H]3[C@@H](CO)N(C(=O)C4CCC4)[C@H]3C#N)cc2)c1	7	-28	3	0	-3	-0.1	3	1
CC(=O)c1cc(C#N)c(SCc2ccc(F)cc2)nc1C	nt	1	nt	-5	10	nt	nt	17
C[C@H](CO)N1C[C@H](C)[C@H](CN(C)C(=O)Nc2ccc3c(c2)OCO3)Oc2cc(C#Cc3ccccc3)ccc2S1(=O)=O	-9	5	-2	-3	-1	0.9	1	-6
COCCCC1CCN(C(=O)C2CCC(=O)N(C3CCCCCC3)C2)CC1 (stereo not given)	-2	-5	1	-3	6	nt	1	nt
O=C(OCC1COc2ccccc2O1)c1c(F)cccc1F (stereo not given)	nt	-10	nt	2	-7	nt	nt	21
CCC(C)[C@H](NC(=O)[C@@H]1Cc2c([nH]c3ccccc23)C2c3ccccc3C(=O)N21)C(=O)NCC1CCCO1 (stereo not given in full)	-18	-8	-8	4	4	nt	-1	-1
COc1cccc(NC(=O)NCc2cccn2C)c1	nt	-3	nt	0	0	nt	nt	-1
CCS(=O)(=O)c1nc(S(=O)(=O)c2ccc(Cl)cc2)c(NCCCN2CCOCC2)s1	-20	-4	0	10	3	nt	0	-3
COc1ccc(CN(C(=O)CN2C(=O)c3ccccc3S2(=O)=O)C(C(=O)NCC2CCCO2)c2ccco2)cc1 (stereo not given)	-7	-1	5	-2	-2	nt	0	-10
SMILES	RAD52 anneal inh	RAD54 branch	ERp5 block	ARNT-TACC3 inh	PglD DTNB	E-sel inducer	CASP6 VEID inh	esBAF inh
CCCCN(C(=O)c1c(C)[nH]c(C(=O)OCC)c1C)c1ccccc1	nt	2	nt	-2	-1	nt	nt	5
O=[N+]([O-])/C(=C\Nc1ccccc1Cl)S(=O)(=O)c1ccccc1	nt	-5	nt	-9	8	nt	nt	-11
COC(=O)c1nn(C23CC4CC(CC(C4)C2)C3)c2c1C(=O)N(c1ccc(F)cc1)C2=O	nt	9	nt	-8	1	nt	nt	-8
COc1cc(OC)nc(/N=C/NO)n1	-1	10	1	nt	3	nt	-2	nt
COc1ccc(C(=O)NNC(=O)c2cc3cccc(OC)c3oc2=O)cc1	-2	nt	1	-1	nt	nt	-4	nt
COc1ccc(NC(=O)N(C)C[C@@H]2Oc3c(NS(=O)(=O)c4cn(C)cn4)cccc3C(=O)N([C@@H](C)CO)C[C@@H]2C)cc1	0	4	7	2	-3	-12	-3	1
CC(C)C(=O)N1CCN(c2ccc(NC(=O)c3ccc([N+](=O)[O-])o3)cc2Cl)CC1	-8	nt	8	10	nt	-3.6	1	nt
CCC(=O)N[C@H]1C=C[C@@H](CC(=O)NCc2ccccc2OC)O[C@H]1CO	8	-14	-1	nt	4	0.1	-1	0
CCOc1ccccc1-n1nnnc1SCC(=O)Nc1cc2oc3ccccc3c2cc1OC	nt	-5	nt	-2	-1	nt	nt	-1
O=C1NCCN1CCNS(=O)(=O)c1ccc2ccccc2c1	nt	-14	nt	-1	-1	nt	nt	-12
O=C(C[C@@H]1C=C[C@@H](NC(=O)Nc2ccccc2)[C@H](CO)O1)NCc1cccc(F)c1	2	-2	4	-8	2	-0.3	0	5
COc1ccc2c3c([nH]c2c1)[C@@H](CO)N(S(=O)(=O)c1cn(C)cn1)CC31CCN(Cc2ccccc2F)CC1	4	nt	-2	nt	nt	-0.2	1	nt
COCCNC(=O)C1CCCN(C(=O)c2ccnc(Cl)c2)CC1 (stereo not given)	-62	5	0	nt	0	nt	1	-11
